# Cneo AK release: causes C. neoformans cell lysis | AID 651654 | lysis activity, % at 15 µM | adenylate kinase release luminescence, 4 h; normalised: neutral wells 0, clomiphene wells 100 | 360,000 tested, 0.2% active;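 active = mean lysis activity across replicates of at least 80%, whatever share of replicates individually reach that level; inactive = mean lysis activity below 80%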
#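 Test system: log-phase Cryptococcus neoformans yeast cells; Quantity: yeast cell density of 5 × 10^6 cells/mL; Buffer or medium: YPD; Doses: single compound concentration per well; Timing: 4 h at 37 °C static, read 1 h later; Measured by: AK luminescence; Read-out basis: lysis from increased AK signal; Control set: Clomiphene as positive control.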
# Statin myotox sup: suppressors of simvastatin-induced myotoxicity in C2C12 myotubes. ATP luminescence, 48 h; scaled: DMSO 0, geranylgeraniol control 100. rescue of ATP level, % at 7.49 µM. 330,000 tested, 0.78% active. AID 602340;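 active = mean ATP rescue above about 67%, or every replicate alone reaching that limit, limit read from the data, passing the limit was not always enough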;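 also: myotubes were challenged with 10 µM simvastatin during compound exposure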
# PglD DTNB: inhibitors of Campylobacter jejuni PglD acetyltransferase; purified PglD enzyme, DTNB colorimetric CoA detection; inhibition, % at 12.5 µM; 360,000 tested, 0.098% active; AID 602405; in the data active = inhibition above about 16%, passing the limit was not always enough; also: strong numbers were not always called active
# PGC1a acetyl inh: lowers PGC1a acetylation signal in U2OS cells; AlphaScreen anti-acetyl-lysine; with virally co-expressed GCN5 acetyltransferase; inhibition, % at 15.6 µM; 350,000 tested, 0.17% active; AID 651687;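 active = every replicate shows inhibition of at least 40%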;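 also: 0% = neutral control wells and 100% = positive control wells; some results beyond the cut were filed as inactive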
# LGR2 antag: Drosophila LGR2 receptor signaling inhibition | HEK293 LGR2, CRE-luciferase, bursicon-stimulated, 4 h | inhibition, % at 9.99 µM | 380,000 tested, 0.35% active | AID 720647;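 active = drop in luminescence signal, shown as inhibition above about 50% in the replicate tests, limit read from the data, passing the limit was not always enough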;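 also: agonist challenge used bursicon conditioned medium at about half maximal strength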
# ARNT-TACC3 inh: disruptors of human ARNT/TACC3 interaction; AlphaScreen His-ARNT PAS-B/GST-TACC3 binding, luminescence; TACC3 fragment carries E629A point mutation; inhibition, % at 9.99 µM; 390,000 tested, 0.66% active;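 active = mean inhibition of replicates at least 50% and at least half of replicates each reaching 50%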;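 also: 0% = complete ARNT plus TACC3 wells and 100% = ARNT alone without TACC3; many hits fall short of the cut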
# PAX8 reporter: inhibitors of PAX8 transcriptional activity in RMG-I cells | inhibition, % at 12.6 µM | 360,000 tested, 1.2% active | RMG-I TPO-luciferase reporter, SteadyGlo, 24 h | AID 652154;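 active = mean replicate inhibition at least 60% with every replicate also reaching 60%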;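 also: luciferase light reporting Pax8 driven TPO promoter activity; plate controls were median of neutral control wells for no effect and mitoxantrone controls for full effect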
# GSIS activator: GLuc luminescence reporter in INS-1E cells, primary screen for activators of glucose-dependent secretion of insulin; activation, % at 16.6 µM; 370,000 tested, 0.61% active; AID 743287; INS-1E GLuc reporter insulin secretion, 2-3 h;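 active = lowest replicate activation of at least 40%, so every replicate reaches that level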;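 also: 0% = median of neutral control wells and 100% = median of IBMX positive control wells; some compounds called inactive have numbers as strong as hits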
# Active calls of the source: *; nt = not tested or not shown.
# Values run as follows: Cneo AK release	Statin myotox sup	PglD DTNB	PGC1a acetyl inh	LGR2 antag	ARNT-TACC3 inh	PAX8 reporter	GSIS activator
COc1cc(-c2cnc3c(NC=O)cc(-c4cccc(NC(C)=O)c4)cn23)cc(OC)c1OC
    -13	-65	6	2	-19	nt	105*	nt
O=C(CCN1C(=O)[C@@H]2Cc3ccccc3CN2C1=O)Nc1cccc(F)c1
    nt	5	nt	-4	3	0	-11	2
COc1cc(C2NC(=O)C(C#N)=C(S)N2c2ccccc2)ccc1OC(C)C (stereo unspecified)
    0	8	9	-11	nt	6	nt	nt
COc1ccc(/C=C2\SC(=S)N(CCC(=O)NC3C=CS(=O)(=O)C3)C2=O)cc1 (stereo unspecified)
    -4	21	-1	nt	-51	1	-5	17
CC1CCCC(NC(=O)COC(=O)c2ccccc2Sc2ccccc2C#N)C1C (stereo unspecified)
    3	nt	-7	10	-3	-1	133*	1
C[C@@H]1CCCCO[C@@H](CN(C)Cc2ccc(C(F)(F)F)cc2)[C@H](C)CN([C@H](C)CO)C(=O)c2cc(NS(=O)(=O)c3ccc(F)cc3)ccc2O1
    21	nt	1	0	14	9	104*	-20
COc1ccc(CN2[C@H](CO)[C@@H]3c4ccccc4N(C(=O)Nc4ccc(F)cc4)C[C@@H]32)cc1
    -4	17	-2	-2	14	4	-8	-18
Cc1cc(C)c(C#N)c(SCC(=O)Nc2ccc(S(=O)(=O)Nc3ncccn3)cc2)n1
    6	-2	-3	nt	9	-10	-10	-5
CCOC(=O)C1=C2NC(=O)c3ccccc3N2C(=O)C1
    nt	nt	nt	-6	3	1	-11	-4
Cc1cccc(N2CCN(C(=O)Cc3ccc(Br)cc3)CC2)c1C
    2	18	5	-1	-8	-9	nt	-23
CS(=O)(=O)N(Cc1ccccc1)c1ccc(C(=O)Nc2cccnc2)cc1
    -3	-1	-1	2	nt	0	nt	nt
CCCNC(=O)N(C)C[C@@H]1Oc2ncc(-c3ccccc3)cc2C(=O)N([C@H](C)CO)C[C@H]1C
    -4	-6	-2	2	6	-6	nt	-1
C[C@@H]1CN([C@H](C)CO)C(=O)c2cccc(NC(=O)Nc3cccc4ccccc34)c2O[C@@H]1CN(C)C(=O)NC1CCCCC1
    14	48	-2	9	-4	9	29	-11
COCCN1Cc2cccc(C(=O)Nc3cc(OC)ccc3OC)c2C1=O
    0	0	5	-10	nt	1	nt	nt
Cc1ccc(S(=O)(=O)N2CCN(C(=S)NCCc3ccccc3)CC2)cc1
    0	7	-1	nt	0	-3	19	-12
Cc1ccc(C)c(C(=O)COC(=O)c2cc(Cl)nc3ccccc23)c1
    nt	nt	nt	nt	-5	1	-10	13
C[C@H](O)C#Cc1cnc2c(c1)C(=O)N([C@H](C)CO)C[C@@H](C)[C@@H](CN(C)C(=O)c1ccccc1F)O2
    4	-3	-2	3	15	-2	nt	21
O=C1CC[C@@H](C(=O)N2CSC[C@@H]2C(=O)Nc2cccc(C(F)(F)F)c2)N1
    1	-2	-5	1	4	nt	1	3
O=C(COc1ccc2ccc(=O)oc2c1)Nc1ccc(CCO)cc1
    2	5	-8	-16	9	-33	6	-1
N#Cc1sc2nc(N3CCCCC3)c3c(c2c1N)CCCC3
    -1	21	0	0	-8	-6	nt	141*
O=C1NC2(Nc3ccccc31)C(=O)Nc1ccccc12 (stereo unspecified)
    4	nt	0	-1	-21	2	nt	0
C=CCn1c(=O)c2ccccc2n2c(SCc3csc(-c4ccccc4)n3)nnc12
    0	nt	-3	14	nt	-1	nt	nt
CC(C)CCNC(=O)C(c1ccco1)N(CC1CCCO1)C(=O)Cn1nnc2ccccc21 (stereo unspecified)
    3	10	-3	nt	9	3	nt	3
O=C(NCC(c1ccco1)N1CCN(c2ccccc2)CC1)OCc1ccccc1 (stereo unspecified)
    nt	nt	nt	nt	-8	-14	-5	-33
Cc1cc(CN(C)Cc2ccc(OCC(O)CN(C)Cc3ccccc3)cc2)on1 (stereo unspecified)
    2	nt	0	nt	13	0	5	6
O=C(c1cc2cc(Cl)ccc2oc1=O)N1CCCCCCC1
    -1	8	1	8	3	-7	-5	nt
Cc1ccccc1-c1ccc2c(c1)O[C@H](CN(C)C)[C@H](C)CN([C@H](C)CO)S2(=O)=O
    6	-14	6	-30	-8	-4	nt	13
CC1=C(c2ccccc2)C(O)(c2ccccc2)C(C)C1=O (stereo unspecified)
    -1	-28	-15	-2	26	0	12	-14
CC1(C)CC(=O)c2cnc(NC3CC3)nc2C1
    nt	4	nt	2	4	2	21	4
CN(C)c1nc(OCCOC(=O)COc2ccc(Cl)cc2Cl)nc(N(C)C)n1
    0	-13	-3	18	nt	1	-7	nt

# Sorted by heavy-atom count (rising): some entries from above
# Values run as follows: Cneo AK release	Statin myotox sup	PglD DTNB	PGC1a acetyl inh	LGR2 antag	ARNT-TACC3 inh	PAX8 reporter	GSIS activator
CC1(C)CC(=O)c2cnc(NC3CC3)nc2C1
    nt	4	nt	2	4	2	21	4
O=C1NC2(Nc3ccccc31)C(=O)Nc1ccccc12 (stereo unspecified)
    4	nt	0	-1	-21	2	nt	0
CC1=C(c2ccccc2)C(O)(c2ccccc2)C(C)C1=O (stereo unspecified)
    -1	-28	-15	-2	26	0	12	-14
O=C(c1cc2cc(Cl)ccc2oc1=O)N1CCCCCCC1
    -1	8	1	8	3	-7	-5	nt
Cc1ccc(C)c(C(=O)COC(=O)c2cc(Cl)nc3ccccc23)c1
    nt	nt	nt	nt	-5	1	-10	13
O=C1CC[C@@H](C(=O)N2CSC[C@@H]2C(=O)Nc2cccc(C(F)(F)F)c2)N1
    1	-2	-5	1	4	nt	1	3
CN(C)c1nc(OCCOC(=O)COc2ccc(Cl)cc2Cl)nc(N(C)C)n1
    0	-13	-3	18	nt	1	-7	nt
Cc1ccccc1-c1ccc2c(c1)O[C@H](CN(C)C)[C@H](C)CN([C@H](C)CO)S2(=O)=O
    6	-14	6	-30	-8	-4	nt	13
CC(C)CCNC(=O)C(c1ccco1)N(CC1CCCO1)C(=O)Cn1nnc2ccccc21 (stereo unspecified)
    3	10	-3	nt	9	3	nt	3

# Following part:
# Values run as follows: Cneo AK release	Statin myotox sup	PglD DTNB	PGC1a acetyl inh	LGR2 antag	ARNT-TACC3 inh	PAX8 reporter	GSIS activator
O=C(/C=C/c1ccccc1)/C=C/c1ccccc1
    -3	nt	4	nt	-44	-5	3	-35
CC1CCN(c2ccc(C(=O)NCc3ccco3)cc2[N+](=O)[O-])CC1
    -1	-2	-5	-2	-35	0	9	-18
O=C(CSc1nnc2ccc(-c3cccnc3)nn12)Nc1ccccc1F
    -4	9	-6	nt	-21	2	8	1
O=C(CCS(=O)(=O)c1ccccc1Cl)NC1CCCCCC1
    -2	-6	-2	nt	-23	nt	-73	-1
COc1ccc(S(=O)(=O)Nc2cccc3c2O[C@@H](CN(C)S(=O)(=O)c2c(C)noc2C)[C@H](C)CN([C@H](C)CO)C3=O)cc1
    0	-11	-5	-8	0	2	nt	11
CCCC(=O)Nc1ccc2c(c1)OC[C@@H](C)N(Cc1ccccn1)C[C@@H](C)[C@H](OC)CN(C)C2=O
    94*	6	0	-9	-36	0	-28	2
NC(=O)c1csc(CCNC(=O)c2ccccc2)n1
    -1	-2	-1	-5	-3	nt	-13	22
O=c1c2ccccc2nnn1Cc1ccc(Br)cc1
    0	6	-1	-1	-10	-2	6	-6
CCOC(=O)Cn1c(=NC(=O)c2nc3ccccc3s2)sc2cc(S(N)(=O)=O)ccc21
    -3	nt	7	nt	-4	-9	22	68*
O=C(NCC1CCS(=O)(=O)C1)Oc1ccccc1 (stereo unspecified)
    nt	6	-1	10	15	-2	9	0
O=S(=O)(N/N=C1/CCCc2ccccc21)c1ccc(Br)cc1
    1	27	0	5	nt	1	nt	nt
CN(C)CCCNC(=O)C[C@@H]1CC[C@@H](NC(=O)Cc2cccnc2)[C@@H](CO)O1
    -1	7	0	3	-23	0	-2	3
CCNC(=O)C[C@H]1CC[C@H]2[C@H](COc3ccc(NC(=O)Cc4ccccc4)cc3C(=O)N2C)O1
    7	5	-3	0	4	0	7	0
Cc1ccc(S(=O)(=O)N(C)C)cc1-n1c(SCC(=O)Nc2ccc(F)cc2)nc2ccccc2c1=O
    nt	nt	nt	nt	-7	-8	15	-3
CC1=CS(=O)(=O)CC1Sc1nc2ccccc2[nH]1 (stereo unspecified)
    4	1	-2	2	nt	-4	nt	nt
CCCC(=O)Nc1sc(-c2ccccc2)c(-c2ccccc2)c1C(=O)O
    nt	-8	nt	nt	-6	6	3	-10
N#Cc1c(N)nc2c(c1-c1ccc3c(c1)OCO3)CCCCCC2
    4	-12	-3	17	-31	2	nt	-13
CC(c1ccco1)N(C(=O)c1ccc(C#N)cc1)c1ccccn1 (stereo unspecified)
    0	-12	6	nt	nt	2	nt	nt
Cn1c(=O)c2c(ncn2CC(=O)N/N=C/C(Cl)=C/c2ccccc2)n(C)c1=O
    nt	nt	nt	nt	3	-3	9	-1
O=C1NC2CCCCC2C(=O)N1OS(=O)(=O)c1ccccc1 (stereo unspecified)
    1	1	2	nt	-9	2	-10	6
O=S(=O)(N=C1C=CC(=NS(=O)(=O)c2ccccc2)c2ccccc21)c1ccccc1
    -1	18	3	-2	21	nt	22	-6
COc1cccc(C=NN2CCCCCC2)c1OC
    5	-4	-2	-1	-64	11	-133	-2
CCCCN(C(=O)NC(=O)Nc1cccc(C)c1C)S(C)(=O)=O
    -1	-31	2	5	13	-4	nt	10
CCc1[nH]nc(C(=O)N2CCCC(Nc3ccc(C(C)C)cc3)C2)c1C (stereo unspecified)
    2	6	-5	8	-14	2	6	-11
Cc1ccc(C(C(=O)NC2CCCCC2)N2CCN(C(=O)c3ccco3)CC2)cc1 (stereo unspecified)
    7	nt	0	-3	nt	0	nt	nt
CC(C)(C)N/N=C1\CC(c2ccccc2)Oc2ccccc21 (stereo unspecified)
    nt	nt	nt	nt	-4	0	-25	-24
Cc1ccc(-n2c(C)cc(C(=O)CN3CCOCC3)c2C)cc1C
    nt	nt	nt	nt	-5	-5	-7	-15
COc1ccc(-c2cc(C(F)F)n3ncc(C(=O)Nc4cc(C)on4)c3n2)cc1
    nt	nt	nt	nt	6	-19	7	3
Cc1cccc(NC(=O)CSc2nnnn2-c2cccnc2)c1
    0	-16	1	2	nt	-3	nt	nt
CN(C)CC(=O)N1CCCCN2[C@H](CO)[C@@H](c3ccc(-c4cncnc4)cc3)[C@H]2C1
    4	2	-2	1	15	-7	15	15
N#C/C(=C\c1ccc([N+](=O)[O-])cc1)c1ccccn1
    nt	nt	nt	nt	-11	-15	-92	8
Cn1c(CCC(=O)Nc2ccccc2F)nnc1SCC(=O)Nc1ccccc1Cl
    2	7	-1	nt	3	3	4	2
O=C(NCc1ccccn1)c1ccccc1OCc1ccc(F)cc1
    nt	nt	nt	nt	-5	3	2	11
O=C(OCC(=O)c1c[nH]c2ccccc12)c1cccc([N+](=O)[O-])c1
    1	25	-2	4	-31	12	0	-30
CCSc1nc2nccnc2c(=O)[nH]1
    0	6	9	9	11	6	5	6

# Screening results deposited in PubChem by Broad Institute.
